D2 antag: antagonizes the human D2 dopamine receptor; HEK293 TREx D2 cells, calcium flux, dopamine EC80; inhibition, % at 10 µM; 2% of 340,000 active; AID 485344; in the data active means inhibition above about 30%; further: 0% is about no effect
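Calcium mobilization kinetics were recorded at 1 s intervals in tetracycline-induced HEK293 T-REx D2 cells, first for 180 s after compound addition and then 180 s after EC80 dopamine.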
ERG-DNA inh: ERG Ets/DNA interaction inhibition. Potency, µM (titrated, usually from 76.9 µM), for inactives: at the top dose FP activity, negative = inhibition, actives largely listed as inhibitors. 0.028% of 370,000 active. fluorescence polarization, His-ERG Ets domain / labelled DNA. AID 624246. P11308; active means well fitted inhibition curve with a large enough effect in the polarisation, with a control signal flat; inconclusive means small, poorly fitted or top-dose-only effect, or effect the other way, or a change in a side signal; inactive means no such curve, though single readings can be large or run the other way; the % refers to the polarisation;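 further: polarization taken with two DNA probes labelled with fluorescein and Texas red; potency means the concentration at half of the fitted maximal effect; % of control where 0% means no effect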
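His-tagged ERG Ets domain (1 uM in the protein solution; 300mM KCl, 50mM Tris-HCl, 1mM EDTA, 1mM DTT, pH 7.5) received compound, then a probe mix of 5 nM fluorescein-DNA and 100nM Texas-615-DNA. Fluorescence polarization was read for both dyes.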
12-LOX inh: inhibitors of human 12S-lipoxygenase ALOX12. 1.1% of 580,000 active. AID 1671190. purified 12hLO, xylenol orange hydroperoxide absorbance. P18054. Potency, µM (top dose mostly 108 µM), for inactives: at the highest dose activity change, negative = inhibition, actives largely listed as inhibitors; further: potency means the concentration at half of the fitted maximal effect; on the % scale 0 is the no-effect control and ±100 the full control effect
Target sequence (P18054 whole entry, looked up): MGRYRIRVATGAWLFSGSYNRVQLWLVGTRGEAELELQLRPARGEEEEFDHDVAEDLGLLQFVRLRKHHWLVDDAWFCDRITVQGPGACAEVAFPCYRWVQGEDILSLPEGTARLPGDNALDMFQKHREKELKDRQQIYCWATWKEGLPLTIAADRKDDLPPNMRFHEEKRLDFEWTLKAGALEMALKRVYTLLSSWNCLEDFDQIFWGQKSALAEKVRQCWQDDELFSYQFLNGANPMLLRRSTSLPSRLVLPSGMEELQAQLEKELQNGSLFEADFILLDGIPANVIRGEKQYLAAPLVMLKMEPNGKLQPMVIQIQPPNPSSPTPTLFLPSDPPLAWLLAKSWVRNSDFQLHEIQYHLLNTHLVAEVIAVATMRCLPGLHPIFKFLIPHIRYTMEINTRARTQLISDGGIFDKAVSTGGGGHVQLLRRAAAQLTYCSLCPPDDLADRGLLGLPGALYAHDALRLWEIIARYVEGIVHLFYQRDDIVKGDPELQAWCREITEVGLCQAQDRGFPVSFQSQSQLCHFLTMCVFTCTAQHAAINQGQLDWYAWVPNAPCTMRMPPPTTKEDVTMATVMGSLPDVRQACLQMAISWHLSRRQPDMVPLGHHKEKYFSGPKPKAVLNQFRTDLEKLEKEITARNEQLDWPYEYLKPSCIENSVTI
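Purified human 12hLO (150 nM final) in 25 mM Hepes, 0.01% Triton X-100, pH 7.0 was preincubated 15 min at room temperature with compound. Then 40 uM arachidonic acid was added, 30 min. Hydroperoxide was read by Fe-XO absorbance ratio 573/405 nm.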
LDHA block: inhibitors of human lactate dehydrogenase A; P00338; purified LDHA, NADH/diaphorase-resazurin fluorescence; hits give low values; activity change, % (values are at about 110 or 230 µM); 0.15% of 480,000 active; AID 1347041; in the data active means activity change below about -30%; inconclusive means mostly about -25% to -30%;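 further: plate controls were DMSO wells for no effect and wells without enzyme for full effect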
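Enzyme activity of human lactate dehydrogenase 5 (2 nM; 0.06 mM NADH, 0.2 mM pyruvate, 5 min, RT) is measured via a resazurin/diaphorase fluorescence readout of residual NADH.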
Vif-A3G inh: blocks the Vif interaction with human APOBEC3G; Q9HC16; HeLa A3G-eYFP + Vif (tagged APOBEC3G with the HIV-1 protein that degrades it), YFP fluorescence, overnight; Potency, µM (top dose mostly 46.1 µM), for the others: top-dose activity, negative = active, hits mostly inhibitors; 0.076% of 410,000 active;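 further: potency means the concentration at half of the fitted maximal effect; on the % scale 0 is the no-effect control and ±100 the full control effect; nearly all actives have a fitted effect of over 60% in size; hits raise eYFP signal because A3G escapes Vif-driven loss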
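HeLa cells stably expressing Vif and C-terminally eYFP-tagged A3G, seeded overnight at 37 deg C, then exposed to compound by pintool overnight at 37 deg C. Rise in yellow fluorescence (Ex 488/Em 500-530, Acumen) marks blocked Vif-driven A3G degradation.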
Vif-A3F inh: blocks the Vif interaction with APOBEC3F; Potency, µM (top dose mostly 46.1 µM), for inactives: at the highest dose activity, negative = active; 0.2% of 390,000 active; HeLa A3F-eYFP + Vif (tagged APOBEC3F with the HIV-1 protein that degrades it), YFP fluorescence increase; further: potency means the concentration at half of the fitted maximal effect; % of control where 0% means no effect; nearly all actives have a fitted effect of over 65% in size
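HeLa cells stably expressing A3F-eYFP plus Vif, plated and incubated overnight at 37 deg C, then exposed to compounds overnight at 37 deg C. Blocked degradation read as raised yellow fluorescence (Ex 488/Em 500-530).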
D2 ag: activates the human D2 dopamine receptor. P14416. activation, % at 2 µM. HEK293 T-REx D2 cells, calcium flux agonist mode. 0.53% of 340,000 active;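 active means activation over 3 SD above normal in the single-dose calcium agonist read, cut at about 30% in these data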; further: 0% is about no effect
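Tetracycline-induced HEK293 Trex cells with D2 receptor force-coupled to calcium signaling, plated overnight at 30 C and loaded with no-wash calcium dye. Calcium flux read kinetically for 180 s after compound addition; responses flag agonists.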
RGS4 inhibitor: human RGS4 inhibition | P49798 | Transcreener GDP fluorescence polarization, RGS4-accelerated GTP hydrolysis | Potency, µM (top dose mostly 114 µM), for the others: at the top dose activity change, negative = inhibition, hits mostly inhibitors | 0.039% of 390,000 active | AID 504845; further: potency means the concentration at half of the fitted maximal effect; on the % scale 0 is the no-effect control and ±100 the full control effect; nearly all actives have a fitted effect of over 75% in size; some results filed as inactive show a strong effect at the top dose
Target sequence (P49798 whole entry, looked up): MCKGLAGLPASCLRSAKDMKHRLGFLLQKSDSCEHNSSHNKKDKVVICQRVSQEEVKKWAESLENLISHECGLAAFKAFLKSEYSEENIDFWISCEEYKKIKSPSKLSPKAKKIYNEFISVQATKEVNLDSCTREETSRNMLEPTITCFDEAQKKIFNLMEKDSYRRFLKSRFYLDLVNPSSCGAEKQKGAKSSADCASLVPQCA
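MLSMR compounds (23 nl, pin-transferred) preincubated 10 min at room temperature with a 500nM (2x) first reagent, then RGS4 at 900nM (2x) plus Transcreener GDP mix added; fluorescence polarization (620/688 nm) read before and after 90 min at 30 °C.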
Glioma ERSR ind: ER stress response induction in glioma | U87-MG GRP78 promoter luciferase reporter, 16 h | Potency, µM, for the others: at the top dose activation, usual class: activators | 0.02% of 420,000 active; further: potency means the concentration at half of the fitted maximal effect; series mostly up to about 76 µM; % of control where 0% means no effect; nearly all actives have a fitted effect of over 35% in size
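ERSR induction read as luciferase luminescence (Bright-Glo, 10 min at room temperature) in stably transfected human U87-MG glioma cells exposed to compounds for 16 h, using GRP78 as sensor.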
The depositor's hits bear a star; ? = inconclusive; nt = no result given; & = joins results of further samples; [ ] = dose if it differs, or a comment. Unless noted, the call rests on the fitted dose curve; in most records, active means well fitted curve in the direction sought with a large enough effect; inconclusive means small, poorly fitted or top-dose-only effect, or another doubt; inactive means no such curve, though single readings can be large; an effect the other way counts as inactive or inconclusive. Only part of the results is shown (hit frequency here may not be typical).

SMILES	D2 antag	ERG-DNA inh	12-LOX inh	LDHA block	Vif-A3G inh	Vif-A3F inh	D2 ag	RGS4 inhibitor	Glioma ERSR ind
O=C(Cn1nnc(-c2cccs2)n1)Nc1ccccc1C(F)(F)F	-20.4	-9.6%	0.0%	-12.0	-1.0%	-1.9%	0.0	26.1%	-5.6%
Cc1c(C(=O)N(Cc2ccncc2)CC2CCCO2)oc2c(F)cccc12 (configuration not stated)	8.2	2.0%	57.9%[activator]	-1.6	-1.0%	-3.8%	-0.6	-4.7%	-3.4%
CCn1c(SCC(=O)NC2CCCCC2)nnc1-c1ccco1	17.4	1.6%	2.1%	-7.0	1.7%	5.2%	0.3	4.2%	-3.4%
Cc1cc(NC(=O)Nc2cccc(Cl)c2)no1	nt	nt	-10.8%	-5.2	-0.7%	0.5%	nt	nt	-0.7%
Cc1ccc(C(=O)C2CCN(C(=S)NCC3CCCO3)CC2)cc1 (configuration not stated)	-19.6	-2.5%	0.5%	-4.2	0.0%	2.0%	0.4	1.0%	4.7%
COC(=O)c1ccccc1NC(=O)Cn1cc(S(=O)(=O)Cc2ccccc2F)c2ccccc21	nt	-3.1%	?	-7.1	2.9%	-0.8%	0.2	9.1%	-4.4%
CSc1ccccc1NC(=O)CSc1n[nH]c(C)c1[N+](=O)[O-]	40.7*	-9.6%	?	-0.4	-7.3%	-17.7%	0.3	-7.4%	2.3%
CCc1sc(C(=O)NCc2cc(C)n(C)n2)cc1Br	8.5	3.7%	5.7%	1.5	-8.2%	-0.7%	0.5	10.8%	0.9%
O=C1CCC(C(=O)N2CCCC(N3CCN(c4cccc(C(F)(F)F)c4)CC3)C2)=NN1 (configuration not stated)	nt	1.8%	-0.8%	-0.5	0.5%	1.4%	nt	27.2%	-4.2%
COc1ccc(OC)c(-c2cc(C(=O)Nc3c(C)n(C)n(-c4ccccc4)c3=O)no2)c1	-10.1	-4.5%	3.7%	-5.0	-12.7%	-3.2%	1.1	25.9%	-1.9%
CCNC(=O)C1(C)CCN(C(=O)c2ccc(-c3ccccc3)cc2)C1 (configuration not stated)	nt	nt	?	-6.5	-1.0%	nt	nt	nt	-0.8%
O=C(Nc1cccc(C(F)(F)F)c1)c1ccc(-c2ccc(F)c(F)c2)c2ccoc12	nt	nt	-10.5%	-12.6	-12.1%	nt	nt	nt	-2.3%
O=C(NCc1ccccc1Cl)[C@@H]1CCCN1S(=O)(=O)c1ccc(Cl)cc1	nt	17.3%	-21.2%	-3.8	-7.1%	-17.8%	nt	-3.0%	-3.1%
COC(=O)CCCc1nc2ccccc2s1	-3.7	-2.9%	0.0%	2.2	-1.2%	6.9%	-0.4	19.9%[11.4 µM]	-1.5%
Cc1ccc(CCN2CC(C(=O)NCCc3ccccc3)CC2=O)cc1 (configuration not stated)	-5.3	12.6%	2.9%	-2.9	0.8%	11.3%	-1.6	-11.6%	-0.5%
Clc1ccc(Oc2ccccc2)c2ncccc12	-12.3	-5.0%	-17.0%	0.2	-9.7%	-2.7%	-0.4	-6.9%	-0.9%
O=C(Nc1ccc(Cc2ccc(NC(=O)C3CC3)cc2)cc1)C1CC1	nt	-1.0%	365.7%[activator]	-4.5	-4.5%	-5.3%	nt	-29.9%[56.9 µM]	-0.3%
C#CCOc1c(Br)cc(/C=N\NC(=O)CN2CCOCC2)cc1OCC	-16.4	-0.2%	8.4%	-4.9	-4.2%	1.4%	0.7	-36.3%	-2.1%
CCC(C)[C@H](NC(=O)N1CCn2c1nc1ccccc12)C(=O)NCc1ccccc1 (some centres not stated)	-0.9	3.2%	0.6%	2.3	-6.3%	0.4%	-0.3	-23.1%	-5.8%
CC(C)[C@H](NC(=O)N1CC(=O)Nc2ccccc21)C(=O)N[C@H](Cc1ccccc1)C(=O)O	-0.7	2.8%	15.6%	-3.0	2.0%	-0.4%	0.4	7.2%	-1.5%
C=CCNC(=S)NNC(=O)c1ccccc1OCC	3.1	-3.8%	16.3%	0.4	0.1%	-3.3%	1.0	4.6%	-0.6%
CN(c1ccccc1)S(=O)(=O)c1ccc(Cl)nc1	-1.5	11.6%	-12.3%	-2.5	-0.2%	3.6%	2.3	7.0%	-4.4%
Cc1ccc(S(=O)(=O)Nc2ccc3cn[nH]c3c2)c(C)c1	21.7	-1.9%	-7.9%	-12.3	0.8%	-0.3%	-0.5	10.4%	-6.9%
CCOC(=O)c1sc(NC(=O)CSc2nc3ccccc3o2)c(C(=O)OCC)c1C	-4.7	1.3%	25.8%	-8.0	0.0%	2.9%	-1.1	11.7%	-1.1%
NC(=O)c1cc(NC(=O)CCNS(=O)(=O)c2cccc(C(F)(F)F)c2)cc(C(N)=O)c1	17.6	-9.3%	-8.8%	-3.4	-1.5%	-1.6%	14.3	-4.5%	1.2%
CCCn1c(CCC(=O)Nc2ccccc2OC)nc2cccnc21	nt	3.0%	-4.6%	-0.3	-3.5%	-11.0%	-0.7	17.5%	-4.4%
O=C(CSc1ccccc1C(=O)O)Nc1cccc(C(=O)O)c1	-3.3	12.6%	-27.8%	-2.5	1.9%	2.4%	1.0	4.4%	-1.1%
O=C(Nc1ccccc1)c1ccc(NC(=O)C2CC2)cc1	2.5	2.2%	nt	-1.2	0.2%	1.0%	-0.6	5.5%	5.6%
CCOc1ccccc1CN1CCN(C2CCOCC2)CC1CCO (configuration not stated)	-2.8	9.9%	2.2%	-3.6	0.4%	5.5%	-0.1	8.8%	-3.3%
CN1c2ccccc2C(C)(C)C12CC(CCl)=NO2 (configuration not stated)	-4.2	-11.4%	nt	5.5	0.4%	2.1%	-0.4	15.1%	0.6%
Cc1cccc(N2CCN(C(=O)C3CCN(S(=O)(=O)c4c(C)noc4/C=C/c4ccccc4F)CC3)CC2C)c1 (configuration not stated)	nt	1.3%	-26.7%	6.1	2.7%	-4.5%	-0.6	-26.0%	-2.9%
O=C(c1cnn2ccccc12)N1CCN(C2CCCCC2)CC1	-18.9	-9.6%	34.3%[activator]	-10.5	-1.7%	-1.5%	1.2	20.5%	-0.7%
COc1ccc(CN2C[C@H](C)[C@@H](CC(=O)NCc3ccccc3)C2=O)cc1	15.4	8.7%	-0.4%	-0.8	5.5%&-1.7%	-0.3%	2.2	-18.2%	-4.7%&-1.7%
Cc1ccc(C(=O)Nc2cccnc2)cc1Cl	11.7	-6.7%	8.9%	-6.1	-3.5%	10.1%	-0.8	-10.0%	4.2%
CCOC(=O)Cn1c(=O)n(CC2CCCO2)c2nc(-c3ccccc3OC)nc(C(N)=O)c21 (configuration not stated)	nt	-1.0%	-21.5%	-0.8	1.0%	-4.0%	nt	5.0%	-2.2%
CCN1CCN(C(CNC(=O)c2ccc3c(c2)OCO3)c2cccnc2)CC1 (configuration not stated)	4.9	-6.4%	7.9%	-1.1	1.2%	-5.9%	3.1	1.8%	1.8%
CCOC(=O)c1c(N)sc(C(O)(C(F)(F)F)C(F)(F)F)c1-c1ccc(F)cc1	-13.9	-3.1%	nt	9.8	-12.9%	-8.8%	-0.2	-30.2%	-0.2%
CCN(Cc1ccncc1)C(=O)CC1C(=O)NCCN1Cc1ccc(F)c(F)c1 (configuration not stated)	2.1	-8.0%	-6.2%	4.6	3.1%	-12.1%	-0.1	-3.5%	-1.1%
CCN(CC)CCN(Cc1cc2cc3c(cc2[nH]c1=O)OCCO3)C(=O)NC1CCCCC1	9.8	-0.6%	-0.8%	-1.1	1.8%	4.7%	0.2	-0.1%	9.3%
O=C(NCc1cccc(Cl)c1)c1cccn1-c1nnc(N2CCCC2)s1	nt	-2.6%	-17.0%	-9.3	3.5%	-1.7%	nt	2.4%	-1.1%
O=[N+]([O-])c1ccc(N2CCN(CC(O)COc3ccccc3)CC2)cc1 (configuration not stated)	-9.6	-4.1%	-5.2%	-2.2	7.5%	1.3%	-0.6	-5.1%[11.4 µM]	-1.8%
COc1ccccc1N1CCN(C(=O)CSc2ncccc2-c2nc3ccccc3[nH]2)CC1	-1.4	9.2%	-1.1%	6.2	2.7%	-2.5%	-1.3	-40.4%	-6.0%
CCc1ccc(NC(=O)CCS(=O)(=O)c2ccc3c(c2)n(C)c(=O)c(=O)n3C)cc1	nt	-1.7%	-3.6%	-12.9	nt	nt	-0.4	14.1%	nt
CCc1ccccc1NC(=O)CN1C(=O)c2cccnc2Oc2ccc(Cl)cc21	nt	7.4%	?	-2.7	-1.1%	0.8%	-1.1	15.0%	-0.5%
Cc1c(-c2ccccc2)cn2c1-c1ccc(C)n1CC2	nt	-3.2%	-27.0%	2.7	-16.9%	-19.3%	nt	-36.2%	-1.6%
CC[C@]1(C(=O)OC)[C@H]2C(=O)N(Cc3ccccc3)C(=O)[C@H]2[C@H]2CN=C(SCC(=O)c3ccccc3)N21	nt	-3.7%	-0.1%	2.0	6.4%	-1.8%	nt	?	7.7%
Cc1ccc(S(=O)(=O)N(CCC(=O)N2CCOCC2)c2ccccc2)cc1	0.3	-10.1%	-25.6%	-5.9	0.0%	-9.7%	1.4	-13.9%	0.6%
COc1cc(/C=N/Nc2ccc(C(=O)O)cc2)cc(OC)c1OC	1.7	10.6%	-22.3%	-0.8	2.0%	0.5%	-0.6	7.7%	2.5%

Screening results (PubChem BioAssay)
